Source: PubChem BioAssay (several laboratories)
NF-kB expr up – raises NF-kB expression in human neuronal cells | NF-kB reporter expression; stronger effect = higher value | 1.6% of 190,000 active | AID 1239 | fold change at 12.5 µM; in the data active = fold change above about 3.3
STAT1 act – activators of IFN-gamma induced STAT1 signaling; 2.6% of 200,000 active; NIH 3T3 STAT1-luciferase reporter, luminescence; 100% = IFN-gamma alone, no compound; activation (% of control), % at 5.5 µM;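 active = activation above the screen-wide mean activation plus 3 SD, cut at about 130% in these data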;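 also: raw ratio to IFN-gamma control signal so 100% means no change and 0% no light; values of inactives mirror those of a sister screen read the other way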
STAT1 inh – reduces IFN-gamma driven STAT1 reporter signal; NIH 3T3 STAT1-luciferase reporter, luminescence; inhibition, % at 5.5 µM; 0.35% of 200,000 active; AID 920;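 active = inhibition above a set limit, the mean inhibition across all tested compounds plus 3 SD, cut at about 34% in these data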;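 also: 0% = IFN-gamma with DMSO and 100% = IFN-gamma with 300 µM nifuroxazide; values of inactives mirror those of a sister screen read the other way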
APP 5'UTR act – activates APP 5'UTR luciferase reporter | 1% of 190,000 active | SH-SY5Y APP 5'UTR luciferase reporter, luminescence; zero percent = DMSO vehicle wells | activation, % at 2 µM | AID 1276;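 active = activation above a set limit, based on mean plus 3 SD of controls, cut at about 140% in these data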; also: values of inactives mirror those of a sister screen read the other way
STAT3 activator – activators of IL-6 induced STAT3 signaling; U3A cells, IL-6 STAT3-luciferase reporter, luminescence; 100% = signal with IL-6 EC80 alone; activation (% of control), % at 5.6 µM; 0.91% of 190,000 active; AID 871;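 active = activation above the screen-wide mean of compound activation plus 3 SD, cut at about 130% in these data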;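 also: 0% = background luminescence of wells with medium and substrate only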
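Material: STAT1-lacking human U3A cells, STAT3 luciferase reporter | Benchmarks: IL-6-only wells as 100% reference | Probe or stimulus: IL-6 (33 ng/mL) | Timing: Compound 1 h, then IL-6 6 h at 37 °C | Detection: Luminescence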
STAT3 inh – STAT3 signaling inhibition; U3A cells, IL-6 STAT3-luciferase reporter, luminescence; host cell line lacks STAT1; inhibition, % at 5.5 µM; 0.89% of 190,000 active;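 active = inhibition above the mean inhibition across all screened compounds plus 3 SD, cut at about 44% in these data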;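 also: 0% = DMSO only wells and 100% = 100 µM nifuroxazide control wells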
FLuc inhib CS – Photinus pyralis luciferase inhibition counter-screen; ATPLite firefly luciferase biochemical luminescence, 10 min; P08659; 1.5% of 200,000 active; inhibition, % at 10 µM;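 active = inhibition above about 50% when tested at 10 µM, limit read from the data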
Target sequence (P08659 whole entry, looked up): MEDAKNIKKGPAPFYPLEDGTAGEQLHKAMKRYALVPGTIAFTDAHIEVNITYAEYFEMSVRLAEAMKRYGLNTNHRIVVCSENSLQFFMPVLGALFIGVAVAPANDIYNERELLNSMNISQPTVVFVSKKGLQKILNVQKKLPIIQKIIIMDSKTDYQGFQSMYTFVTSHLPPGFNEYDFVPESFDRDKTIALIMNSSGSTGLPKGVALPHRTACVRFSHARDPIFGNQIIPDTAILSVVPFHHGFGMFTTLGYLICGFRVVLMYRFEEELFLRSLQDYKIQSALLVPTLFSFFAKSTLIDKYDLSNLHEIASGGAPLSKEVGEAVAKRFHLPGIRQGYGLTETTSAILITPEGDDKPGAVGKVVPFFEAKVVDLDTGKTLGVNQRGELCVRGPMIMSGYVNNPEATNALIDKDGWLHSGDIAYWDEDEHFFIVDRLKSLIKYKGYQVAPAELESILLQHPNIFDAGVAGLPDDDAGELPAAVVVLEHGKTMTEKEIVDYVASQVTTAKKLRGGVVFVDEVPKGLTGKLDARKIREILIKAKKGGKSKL
APP transl inh – APP translation inhibition; SH-SY5Y APP 5'UTR-luciferase reporter, luminescence; inhibition, % at 2 µM; 0.82% of 190,000 active; AID 1285;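 active = inhibition above a set limit, derived from the sample mean plus 3 SD, cut at about 45% in these data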; also: values of inactives mirror those of a sister screen read the other way
Hsp70 activator – switches on Hsp70 transcription; HeLa Hsp70 promoter luciferase reporter, luminescence; scaled: vehicle 0, proteasome-inhibitor control 100%; activation, % at 10 µM; 0.04% of 200,000 active; AID 1203;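 active = activation above the mean across all tested compounds plus 3 SD, cutoff set per campaign, cut at about 5.5% in these data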;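 also: 100% = MG132 at 30 µM as the positive control and 0% = DMSO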
RAM inhibit – inhibitors of the yeast RAM network. S. cerevisiae dse1pr::URA3 reporter, 5-FOA growth OD615, 2 d; analog-sensitive cbk1-as2 kinase mutant strain. inhibition, % at 50 µM. 1.8% of 190,000 active. AID 868;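 active = inhibition above a set limit, 3 SD over mean compound inhibition, cut at about 8.4% in these data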;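 also: 0% = DMSO-only wells with no growth and 100% = 10 µM 1-NA-PP1 full growth; inhibition rescues growth on 5-FOA so higher OD means more RAM inhibition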
* hit, by the source's call; . = no result given.

SMILES	NF-kB expr up	STAT1 act	STAT1 inh	APP 5'UTR act	STAT3 activator	STAT3 inh	FLuc inhib CS	APP transl inh	Hsp70 activator	RAM inhibit
Cn1c(=O)cc(OCCCC(=O)N2CCN(Cc3ccc4c(c3)OCO4)CC2)c2ccccc21	0.84	100	0	-21	95	10	-2	21	-0.4	1.9
O=C(Nc1ccc2nc(-c3cccnc3)[nH]c2c1)c1ccccc1F	0.64	106	-6	24	75	32	36	-24	0.1	-0.7
OCC1(Cc2ccccc2)CCCN(Cc2ccc3c(c2)OCCO3)C1 (configuration not stated)	1.3	105	-6	-10	106	6	-8	10	-0.1	1.3
CC(C)CCNC(=O)CN(Cc1ccc2c(c1)OCO2)C(=O)Cn1nnc(-c2cccs2)n1	0.79	97	3	-9	105	-5	-2	9	0.0	5.9
CC(=O)Nc1c(O)nc(SCC(=O)N2CCN(c3ccc(F)cc3)CC2)[nH]c1=O	1.2	100	0	17	105	-4	-2	-17	0.1	3.1
CCOC(=O)c1c(NC(=O)CC2Sc3ccc(C(F)(F)F)cc3NC2=O)sc(C)c1C (configuration not stated)	1.3	105	-6	-5	101	-2	-7	5	-0.4	5.9
COc1ccc(C2C(C#N)=C(N)OC3=C2C(=O)CC(C)(C)C3)c(OC)c1OC (configuration not stated)	1.4	98	3	13	98	6	1	-13	-0.2	-0.1
COc1cc(/C=N/n2cnn(Cc3ccccc3Cl)c2=S)cc(OC)c1OC	1.2	96	3	-1	86	23	-8	1	-0.3	4.5
COc1cc(COCC(O)CN2CCc3ccccc3C2)cc(OC)c1OC (configuration not stated)	0.97	103	-3	22	97	12	0	-22	-0.1	-0.5
O=[N+]([O-])c1ccc(Nc2nc(N/N=C\c3ccc4c(c3)OCO4)nc(N3CCCCC3)n2)cc1	0.45	103	-4	5	98	13	-6	-5	-0.3	11*
CCCS(=O)(=O)N1CCC(C(=O)N2CCN(Cc3ccccc3)CC2)CC1	1	93	8	.	99	8	-6	.	-0.5	0.7
Cc1cc(C(=O)N/N=C/C=C/c2ccc3c(c2)OCO3)n[nH]1	1.6	111	-12	-1	84	28	13	2	-0.2	0.3
CCc1nnc(N/N=C/c2ccccc2Cl)n1N	0.93	106	-7	-6	97	4	-6	6	0.2	0.5
COC(=O)c1ccncc1C(=O)Nc1ccc(F)cc1	0.94	100	1	6	98	10	-7	-6	0.0	0.5
O=C1NC(=S)N/C1=C/c1cccn1-c1ccc([N+](=O)[O-])cc1	0.97	102	-3	14	125	-22	2	-14	-0.2	3.6
Oc1ccccc1-c1csc(-c2ccccc2)n1	1.2	131*	-38	116	170*	-77	34	-116	0.1	1.9
O=C(COC(=O)c1ccc(Br)cc1)Nc1ccccc1Br	1	99	0	6	103	1	-6	-6	0.1	2.9
S=C1NCCc2ccccc2C1c1ccccc1Cl (configuration not stated)	1.3	95	6	0	97	5	-6	0	0.4	4.3
O=C(CNc1ccc(Br)cc1)c1ccccc1	1.5	104	-4	44	90	22	3	-44	0.0	3.0
O=C(Nc1ccc(S(=O)(=O)NC2=NCCCCC2)cc1)c1ccco1	1.4	107	-7	11	99	9	-8	-11	0.5	1.5
CCCn1c(SCC(=O)Nc2cccc(C)n2)nnc1-c1ccco1	0.94	95	6	-12	95	14	-3	12	-0.3	0.7
CCOc1ccc(NC(=O)N(C2CCCC2)C2CCN(C(C)=O)CC2)cc1	1.1	93	6	15	102	4	-8	-14	-0.2	-0.6
CCOC(=O)c1csc(-c2ccc(OC)c(OC)c2)n1	1.4	110	-12	20	99	3	0	-20	-0.2	2.1
CSc1ncccc1C(=O)OCc1ccccc1F	1.9	122	-24	49	109	-5	4	-49	0.6	1.1
CC(=O)c1c(OC(=O)c2ccco2)c2ccccc2n1C	1	96	4	7	92	15	-4	-7	-0.1	3.6

Another view of some results above.
Molecule,NF-kB expr up,STAT1 act,STAT1 inh,APP 5'UTR act,STAT3 activator,STAT3 inh,FLuc inhib CS,APP transl inh,Hsp70 activator,RAM inhibit
COc1cc(/C=N/n2cnn(Cc3ccccc3Cl)c2=S)cc(OC)c1OC,1.2,96,3,-1,86,23,-8,1,-0.3,4.5
O=C(COC(=O)c1ccc(Br)cc1)Nc1ccccc1Br,1,99,0,6,103,1,-6,-6,0.1,2.9
O=[N+]([O-])c1ccc(Nc2nc(N/N=C\c3ccc4c(c3)OCO4)nc(N3CCCCC3)n2)cc1,0.45,103,-4,5,98,13,-6,-5,-0.3,11*
CCOC(=O)c1c(NC(=O)CC2Sc3ccc(C(F)(F)F)cc3NC2=O)sc(C)c1C (configuration not stated),1.3,105,-6,-5,101,-2,-7,5,-0.4,5.9
CC(=O)Nc1c(O)nc(SCC(=O)N2CCN(c3ccc(F)cc3)CC2)[nH]c1=O,1.2,100,0,17,105,-4,-2,-17,0.1,3.1
Oc1ccccc1-c1csc(-c2ccccc2)n1,1.2,131*,-38,116,170*,-77,34,-116,0.1,1.9

The listing continues:
SMILES	NF-kB expr up	STAT1 act	STAT1 inh	APP 5'UTR act	STAT3 activator	STAT3 inh	FLuc inhib CS	APP transl inh	Hsp70 activator	RAM inhibit
O=C(Cc1ccc(Cl)c(Cl)c1)OCC(=O)c1ccc[nH]1	1.1	101	-1	1	83	23	-4	-1	-0.2	2.2
O=C(Nc1ccc(F)cc1)N1CCc2ccccc2C1	2.7	127	-28	76	92	11	14	-76	0.0	0.4
CCc1ccc(S(=O)(=O)N(C(=O)c2ccncc2)c2ccc(OC(=O)c3ccncc3)cc2)cc1	0.86	101	-1	-10	92	8	-8	10	-0.2	1.3
Brc1ccc(/C=N/Nc2ccccn2)cc1	3	138*	-38	58	85	22	16	-58	0.0	2.2
COCCCNc1nc2c(-c3cccc(C)c3)nnn2c2ccccc12	1.2	101	-2	7	99	9	-2	-7	0.2	4.8
O=C1c2cccc3cccc(c23)C(=O)N1CCN1CCN(CC(O)COCc2ccc(Cl)cc2)CC1 (configuration not stated)	0.6	113	-11	4	83	19	-7	-4	-0.4	1.5
CC(C)Cn1c(N)c(C(=O)CCl)c(=O)n(C)c1=O	0.99	96	4	-8	99	-2	0	8	-0.4	-0.9
Fc1ccc(N2CCN(C(=S)NCC3CCCO3)CC2)cc1 (configuration not stated)	1.1	101	0	-15	99	4	-3	15	-0.2	1.4
CC1CC(C)CN(CC(=O)NC(c2ccccc2)c2ccccc2)C1 (configuration not stated)	0.74	87	12	27	106	-3	0	-27	0.1	0.1
Cc1cc(C(=O)CN2C(=O)NC(c3ccccc3)(c3ccccc3)C2=O)c(C)n1Cc1ccco1	0.88	101	-1	0	109	-5	-1	0	0.3	4.2
Cc1ccsc1/C=N/NC(=O)c1ccc(Cn2cc(Br)cn2)o1	1.3	112	-14	-2	94	9	-5	2	0.8	3.5
CCc1cccc(C)c1NC(=O)CCCC(=O)O	0.98	95	6	15	94	12	-6	-15	-0.2	0.5
COC(=O)C1=C(C)NC(=S)NC1c1ccc(-c2ccccc2C(=O)OC)o1 (configuration not stated)	1	92	7	9	104	-3	-2	-9	-0.4	1.0
CC(NC(=O)c1ccccc1)c1ccc(F)cc1 (configuration not stated)	1.1	100	0	1	89	12	-9	-1	-0.2	-0.1
Cc1ccc(OCC(=O)NNC(=S)NCc2ccccc2)cc1	1.1	98	0	-2	92	13	-5	2	-0.4	5.2
O=C(Nc1nnc(-c2ccco2)o1)c1ccc(Cl)cc1	0.89	108	-11	20	105	0	9	-20	0.2	2.1
N/C(=N\c1nc2ccccc2o1)NC(=O)c1ccccc1F	2.1	151*	-56	119	111	-8	0	-119	0.0	2.1
CC(=O)Nc1cccc(OCC(O)Cn2c(C)nc3ccccc32)c1 (configuration not stated)	0.93	96	5	21	89	15	-10	-21	0.1	2.2
O=C1CCC(C(=O)NCCCn2ccnc2)N1 (configuration not stated)	1.1	108	-9	0	100	2	-5	0	-0.3	0.1
CC1CC(C)(C)NCCNC(C)CC(C)(C)NCCN1 (configuration not stated)	1	105	-5	2	95	8	-3	-2	0.1	1.0
CCCCc1[nH]c(=O)c(C#N)c2c1CSC(C)(C)C2	0.86	109	-10	9	101	2	-4	-9	-0.3	0.9
CCOc1ccc(NC(=O)N2CCN(Cc3ccc4c(c3)OCO4)CC2)cc1	1	104	-7	-5	109	-4	-6	4	-0.2	0.6
O=C(O)/C=C/C(=O)N1CCN(c2ccc(F)cc2)CC1	1.4	98	2	15	102	7	-2	-15	-0.3	3.4
Cc1nc(-c2ccccc2O)n(S(=O)(=O)N(C)C)n1	1.3	98	2	-5	101	3	-5	5	-0.4	0.8
FC(F)(F)c1cc(-c2ccco2)nc(NCc2ccccc2)n1	1.3	100	0	-7	107	-3	-8	7	0.1	1.6

Further records follow.
SMILES	NF-kB expr up	STAT1 act	STAT1 inh	APP 5'UTR act	STAT3 activator	STAT3 inh	FLuc inhib CS	APP transl inh	Hsp70 activator	RAM inhibit
Cc1ccc2c(c1)C1CN(C)CCC1N2C(=S)Nc1ccc(Cl)cc1Cl (configuration not stated)	1.1	108	-11	-15	88	17	-5	15	-0.4	0.8
CCN(CC)CCN(C(=O)c1ccc(Br)s1)c1nc2cc3c(cc2s1)OCO3	1	96	3	3	94	18	-9	-3	-0.2	0.8
Cc1ccc(NC(=O)C2CC(=O)NC(N3CCc4ccccc43)=N2)cc1 (configuration not stated)	1	89	12	8	97	7	4	-8	-0.1	0.2
CCN(CC)S(=O)(=O)c1ccc(O)c(C(=O)OCC(=O)N(C)Cc2ccccc2)c1	1.4	90	11	14	106	0	-2	-14	-0.2	2.3
O=C(OCCN1C(=O)c2ccccc2C1=O)c1ccco1	1.1	107	-7	5	92	11	-6	-5	-0.3	0.5
CCOC(=O)Cc1csc(NC(=O)Cn2cnc3c2c(=O)n(C)c(=O)n3C)n1	1.1	99	1	-20	96	7	-4	20	-0.1	1.5
CCOC(=O)C1=C(Cc2ccc(OC)cc2)C(=O)c2ccccc2C1=O	2.1	100	1	-72	66	43	1	72*	-0.2	12*
O=C(/C=C/c1ccccc1)N1CCN(c2ccc([N+](=O)[O-])c(N3CCOCC3)c2)CC1	0.46	94	7	-11	97	14	-1	11	-0.3	4.2

Random excerpt: 3 records from the list
SMILES	NF-kB expr up	STAT1 act	STAT1 inh	APP 5'UTR act	STAT3 activator	STAT3 inh	FLuc inhib CS	APP transl inh	Hsp70 activator	RAM inhibit
CCOC(=O)C1=C(Cc2ccc(OC)cc2)C(=O)c2ccccc2C1=O	2.1	100	1	-72	66	43	1	72*	-0.2	12*
Cc1ccc2c(c1)C1CN(C)CCC1N2C(=S)Nc1ccc(Cl)cc1Cl (configuration not stated)	1.1	108	-11	-15	88	17	-5	15	-0.4	0.8
CCN(CC)S(=O)(=O)c1ccc(O)c(C(=O)OCC(=O)N(C)Cc2ccccc2)c1	1.4	90	11	14	106	0	-2	-14	-0.2	2.3
